# IDE cell activ: IDE (human) activation, cell-based | HEK cells, FAbeta-B cleavage, fluorescence polarization; 0% vehicle, 100% cell-free pure enzyme wells | activation, % at 5.96 µM | P14735 | 0.073% of 340,000 active;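 active = activation above the mean of all tested compounds plus 3 SD, set per screening campaign, cut at about 17% in these data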
# p-CIP stab down: lowers stability of the mouse p/CIP coactivator protein; Q05BA5; F442A p/CIP-EGFP cells, EGFP fluorescence, 16 h; decrease of EGFP signal, % at 10 µM; 0.01% of 290,000 active;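 active = EGFP signal decrease of at least 30% at 10 µM or well 3 SD below plate mean, unless failing retest; inactive = the rest, including hits failing retest or dose response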; also: some compounds called inactive have numbers as strong as hits; many of its hits are not listed in these tables
# SUMO HTRF inh: blocks human SUMOylation mediated by UBC9 | P63279 | HTRF SUMOylation assay, SAE1/SAE2 + UBC9, in vitro | inhibition, % at 35 µM | 0.36% of 290,000 active | AID 2006; in the data active = inhibition above about 50%, passing the limit was not always enough; also: strong numbers were not always called active
# Target sequence (P63279 whole entry, looked up): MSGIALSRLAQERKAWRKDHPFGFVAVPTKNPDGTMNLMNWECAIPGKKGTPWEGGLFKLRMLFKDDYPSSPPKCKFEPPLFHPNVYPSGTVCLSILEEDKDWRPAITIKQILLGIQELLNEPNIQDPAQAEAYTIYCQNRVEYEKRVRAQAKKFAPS
# GalR3 antagonist: human GalR3 antagonism. 0.44% of 360,000 active. AID 651719. HEK293 GalR3-CNG cAMP membrane potential fluorescence; galR3 body fused to GalR1 C-terminus. O60755. inhibition, % at 3 µM;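 active = inhibition above the screen-wide average plus 3 SD, cut at about 13% in these data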;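 also: forskolin and galanin both at EC90 stimulate the cells; cAMP rise reported by CNG channel membrane potential dye signal; 0% = forskolin plus galanin with DMSO and 100% = forskolin alone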
# Target sequence (O60755 1-299 limits assumed): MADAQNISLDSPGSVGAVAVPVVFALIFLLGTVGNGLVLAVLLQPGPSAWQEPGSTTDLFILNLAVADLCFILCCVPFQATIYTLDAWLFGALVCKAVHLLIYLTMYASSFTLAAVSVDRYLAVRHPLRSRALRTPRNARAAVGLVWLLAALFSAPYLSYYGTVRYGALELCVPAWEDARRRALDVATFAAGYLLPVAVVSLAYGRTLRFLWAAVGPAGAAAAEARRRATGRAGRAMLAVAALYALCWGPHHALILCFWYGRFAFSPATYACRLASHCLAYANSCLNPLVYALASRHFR
# VIM-2 inhibitor: inhibitors of Pseudomonas aeruginosa VIM-2 metallo-beta-lactamase | 0.89% of 290,000 active | inhibition, % at 5.6 µM | purified VIM-2, nitrocefin hydrolysis, epi-absorbance fluorescence | AID 1527;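 active = inhibition above the mean of all tested compounds plus 3 SD, cutoff set per screening run, cut at about 7.5% in these data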;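 also: red hydrolysis product quenches plate fluorescence so inhibitors raise well fluorescence; 0% = enzyme with DMSO and 100% = DMSO without enzyme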
# HCV NS3 hel inh: blocks Hepatitis C virus NS3 helicase unwinding; NS3 helicase DNA unwinding, Cy5 molecular beacon fluorescence; inhibition, % at 10.9 µM; 0.56% of 290,000 active; AID 1800;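 active = inhibition above the mean of all tested compounds plus 3 SD, set per campaign, cut at about 35% in these data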;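 also: 0% = DMSO wells and 100% = thioflavine S control wells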
#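 System: NS3 helicase fragment of HCV / Schedule: 1 h at 25 °C / Control set: DMSO alone as 0% and 110 µM thioflavine S as 100% / Reagent: Cy5/quencher beacon DNA duplex and ATP to start / Technique: Cy5 fluorescence / Replication: singlicate / Evaluation: % inhibition of end-to-start signal ratio versus controls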
# IMP-1 inhibitor: inhibitors of Pseudomonas aeruginosa IMP-1 metallo-beta-lactamase; inhibition, % at 5.6 µM; purified IMP-1, nitrocefin hydrolysis, epi-absorbance fluorescence; 0.45% of 290,000 active;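 active = inhibition above the mean plus 3 SD of all compounds in the same screening run, cut at about 4.5% in these data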;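 also: 0% = IMP-1 with DMSO and 100% = DMSO wells lacking enzyme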
#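 Assay system: purified recombinant IMP-1 beta-lactamase. Input: IMP-1 0.2 nM before substrate addition. Buffer or medium: Zinc- and detergent-supplemented HEPES buffer, pH 7.1. Schedule: 25 °C, 15 min preincubation, 25 min reaction. Signal: Epi-absorbance fluorescence, 480 nm excitation, 530 nm emission. Evaluation: percent inhibition from optical density relative to buffer-blank wells.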
# IDE cell inh: inhibits human insulin-degrading enzyme in HEK cells; P14735; FAbetaB cleavage, fluorescence polarization; inhibition, % at 5.59 µM; 0.41% of 320,000 active; AID 434962;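 active = percent inhibition above the average of all tested compounds plus 3 SD, set per screening campaign, cut at about 16% in these data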;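 also: IDE supplied by intact live HEK cells; FP after avidin binding of uncleaved biotin substrate so inhibition keeps polarization high; 0% = DMSO wells and 100% = 60 µM reference IDE inhibitor Ii1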
# CRFBP-R2 block: CRF-BP/CRF-R2 complex antagonism | inhibition, % at 11.8 µM | 0.59% of 350,000 active | HEK293 CRF-R2/CRF-BP, CRF-induced calcium fluorescence;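 active = inhibition of the ligand-induced calcium signal above about 50% at the single tested concentration, limit read from the data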
# Numbers without * were called inactive; . = not tested or not shown.
1	O=C(N/N=C/c1ccccc1)NC1CCCCC1
2	COc1cccc2cc(C(=O)C3=C(O)C(=O)N(c4cc(C)on4)C3c3cccs3)oc12 (centres undefined)
3	Cc1c(Cl)cccc1NC(=O)c1cccc(OC(F)F)c1
4	COc1ccc(-c2cn3cccnc3n2)cc1NC(=O)CC(C)C
5	COc1ccc(C2=Nn3c(nnc3-c3ccccc3OC)SC2)cc1OC
6	O=C(CCN1CCOCC1)NNC(=S)NC(=O)c1ccccc1
7	CCC(CC)C(=O)Nc1ccc(S(=O)(=O)Nc2nccs2)cc1
8	COc1ccccc1N(C)S(=O)(=O)c1ccc(C(=O)Nc2ccc(C(N)=O)cc2)cc1
9	Cc1cccc(N2C(=O)CN(Cc3sccc3C)C2=S)c1
10	Cc1ccc(C(=O)NNS(=O)(=O)c2ccc(F)cc2)cc1

Compound	1	2	3	4	5	6	7	8	9	10
IDE cell activ	4	1	3	3	4	-1	0	5	3	0
p-CIP stab down	9	-12	1	3	-24	7	-5	.	0	-5
SUMO HTRF inh	-9	9	-2	19	4	6	15	.	-10	0
GalR3 antagonist	-10	-2	-6	-3	38*	-1	-4	-7	-5	-4
VIM-2 inhibitor	-0.4	0.7	-1.3	-2.1	14*	-4.6	-1.5	.	1.5	-0.1
HCV NS3 hel inh	-2	16	-3	2	-5	-6	13	.	5	8
IMP-1 inhibitor	-1.5	0.6	2.1	-3.5	-1.4	-4.6	-1.2	.	0.2	-0.4
IDE cell inh	-6	8	5	-4	-2	7	-2	-2	7	3
CRFBP-R2 block	-15	-14	-2	-8	35	12	10	6	-3	25

11	COc1cc(NC(=O)c2ccccc2C)c(OC)cc1NC(=O)CN1CCOCC1
12	CC(C)CN(C(=O)COc1ccc(C(C)(C)C)cc1)C1CCS(=O)(=O)C1 (centres undefined)
13	CCNC(=O)CN1C(=O)NC2(CCCCCC2)C1=O
14	CC(C)OC(=O)C1=C(N)N2C(=O)CSC2=C(C(=O)OC(C)C)C1
15	CCN(Cc1ccncc1)C(=O)c1ccccc1NS(=O)(=O)c1ccc(Br)cc1
16	O=C(CN1CCN(S(=O)(=O)c2ccc(Cl)s2)CC1)NCc1ccc(Cl)cc1
17	COC(=O)/C=C1\S/C(=N/N=C/c2ccccc2)NC1=O
18	CCOC(=O)N1CCN(C(=O)Nc2ccc(Cl)cc2)CC1
19	CCOc1cc(-c2c(C#N)c(N)nc3c2CCCC3C)ccc1O (centres undefined)
20	CC1C(=O)C(C)C(c2ccc(Br)cc2)NC1c1ccc(Br)cc1 (centres undefined)

Compound	11	12	13	14	15	16	17	18	19	20
IDE cell activ	1	-5	4	6	5	2	-1	8	-1	1
p-CIP stab down	-12	.	0	-17	-7	-4	-14	-1	-4	-4
SUMO HTRF inh	14	.	12	24	-1	-2	6	-3	-12	-26
GalR3 antagonist	5	-3	-4	-1	12	-4	-2	-2	-6	-9
VIM-2 inhibitor	-3.6	.	-5.1	1.0	-2.6	-2.9	-2.1	-5.5	2.3	0.3
HCV NS3 hel inh	3	.	-3	19	-2	-6	13	0	-7	15
IMP-1 inhibitor	-2.1	.	-1.7	1.0	-2.6	-3.7	-3.7	-6.8	-2.1	-0.6
IDE cell inh	-2	8	-2	3	-1	0	-1	2	6	1
CRFBP-R2 block	15	-3	-5	20	0	-21	-2	13	-11	32

# An excerpt from further up, as a working copy:
11	COc1cc(NC(=O)c2ccccc2C)c(OC)cc1NC(=O)CN1CCOCC1
12	CC(C)CN(C(=O)COc1ccc(C(C)(C)C)cc1)C1CCS(=O)(=O)C1 (centres undefined)
13	CCNC(=O)CN1C(=O)NC2(CCCCCC2)C1=O

Compound	11	12	13
IDE cell activ	1	-5	4
p-CIP stab down	-12	.	0
SUMO HTRF inh	14	.	12
GalR3 antagonist	5	-3	-4
VIM-2 inhibitor	-3.6	.	-5.1
HCV NS3 hel inh	3	.	-3
IMP-1 inhibitor	-2.1	.	-1.7
IDE cell inh	-2	8	-2
CRFBP-R2 block	15	-3	-5

# Next entries
21	CCC1CCCCN1CCCNC(=O)Cn1cnc2sc(C)c(S(=O)(=O)N3CC(C)CC(C)C3)c2c1=O (centres undefined)
22	O=C(c1ccc(Cl)cc1)c1coc2ccc(O)cc12
23	COc1cc(N2CCCC2)c(OC)cc1/C=C1/NC(=S)NC1=O
24	CCOC(=O)C1CCN(c2cc3c(cc2NC(=O)c2ccc(OC)c(OC)c2)n(C)c(=O)n3C)CC1
25	O=C(CSc1nnc2ccccn12)N1CCc2ccccc21
26	Cc1cccc2cc(CN(Cc3ccccc3)C(=O)N(C)C)c(=O)[nH]c12
27	CCOc1ncccc1C(=O)OCc1cn2cc(Cl)ccc2n1
28	O=c1c2c(ncn2C2CCCC2)n(Cc2ccccc2)c(=O)n1CCOc1ccccc1
29	N#Cc1c(NC(=O)c2cccnc2)sc2c1CCC2
30	CCCCCc1cc(=O)[nH]c(=S)[nH]1

Compound	21	22	23	24	25	26	27	28	29	30
IDE cell activ	-2	8	-120	6	7	7	-4	-1	-2	-1
p-CIP stab down	-6	-2	-373	-2	-11	-12	-1	-6	0	3
SUMO HTRF inh	3	-2	16	30	23	18	26	-23	3	4
GalR3 antagonist	.	-3	-10	-2	-3	-3	-2	2	-3	-4
VIM-2 inhibitor	-3.1	-1.6	7.0	0.2	-1.5	-0.9	-0.4	-1.6	-3.9	-3.3
HCV NS3 hel inh	-44	26	13	-20	-8	-1	3	-14	12	4
IMP-1 inhibitor	-3.3	-1.7	1.2	-3.5	-3.2	-4.3	0.1	-3.2	1.8	-3.7
IDE cell inh	3	3	118*	4	-1	1	-3	1	4	4
CRFBP-R2 block	12	-4	-168	6	14	-43	-1	6	-4	-9

31	Cc1cccc(NC(=O)CN2C(=O)N/C(=C\c3ccccc3OCc3ccc(C(=O)O)cc3)C2=O)c1
32	O=C(Oc1ccccc1)c1cccc(COC(=O)c2cnccn2)c1
33	COCCn1c(SCC(=O)Nc2ccccc2OC)nc2c(oc3ccccc32)c1=O
34	Cc1ccc2nc(-c3cccc(Br)c3)cc(C(=O)NC3CC3)c2c1
35	NC(=O)Nc1ccc(Cl)cc1
36	c1ccc(-c2nc(N3CCCCC3)nc3ccccc23)cc1
37	COc1ccccc1-n1cnnc1SCC(=O)NC1CCS(=O)(=O)C1 (centres undefined)
38	COCc1cc(=O)[nH]c(-c2ccccc2)n1
39	COc1ccccc1CN1CCNC(=O)C1CC(=O)NCCOc1cccnc1 (centres undefined)
40	O=C(CCCSc1nnnn1-c1ccccc1)c1ccc(F)cc1

Compound	31	32	33	34	35	36	37	38	39	40
IDE cell activ	4	4	7	1	-1	6	-1	2	1	.
p-CIP stab down	-20	-16	5	2	-6	-10	-8	-14	12	-6
SUMO HTRF inh	24	6	-8	16	-11	14	2	10	7	-3
GalR3 antagonist	-9	-5	-5	-1	-5	1	-6	-2	-2	.
VIM-2 inhibitor	-0.9	-2.4	1.5	-1.0	-2.2	3.0	-2.1	-3.7	-1.6	-0.2
HCV NS3 hel inh	-13	-5	-5	-8	-17	-15	7	4	1	0
IMP-1 inhibitor	-5.0	-4.0	-3.0	-0.9	-2.6	-1.1	-3.7	-3.0	-0.5	-1.4
IDE cell inh	1	5	2	3	1	2	6	-1	0	.
CRFBP-R2 block	6	6	-2	0	21	-4	6	18	-3	.

41	COCCn1c(SCC(=O)Nc2cc(C)cc(C)c2)nc2ccccc2c1=O
42	COc1ccc(Oc2cc(C(F)(F)F)nc(N(C)C)n2)cc1
43	O=C(Nc1cccc(Cl)c1N1CCOCC1)c1ccco1
44	CCc1cccc(CC)c1NC(=S)NCc1ccc2c(c1)OCO2
45	Cc1ccc(CC(CC(=O)O)C(=O)NCC23CC4CC(CC(C4)C2)C3)cc1 (centres undefined)
46	CCN(CC)c1ccc(NC(=O)c2ccc3c(c2)OCO3)cc1
47	COc1cc(CC(=O)Nc2ccc(S(=O)(=O)NC3=NCCCCC3)cc2)cc(OC)c1OC
48	O=[N+]([O-])c1cccc(/C=N/NC2=NS(=O)(=O)c3ccccc32)c1
49	CCCC(=O)N=C1SC2CS(=O)(=O)CC2N1c1ccc(-c2nc3ccc(C)cc3s2)cc1 (centres undefined)
50	COc1ccc(C(=O)NCC(C)C)c(OC)c1

Compound	41	42	43	44	45	46	47	48	49	50
IDE cell activ	6	6	2	-2	3	0	-4	0	-8	5
p-CIP stab down	2	-3	2	11	8	3	12	-2	-13	4
SUMO HTRF inh	0	2	3	-4	-1	-8	8	-2	42	2
GalR3 antagonist	-11	-4	-5	-3	1	-8	-1	-4	-5	0
VIM-2 inhibitor	-1.7	-0.2	-0.8	-1.3	3.1	-4.0	-1.0	-2.6	-0.8	-3.6
HCV NS3 hel inh	6	-10	25	-5	24	0	-11	0	-2	-1
IMP-1 inhibitor	-2.2	-0.8	0.3	-3.1	-0.9	-6.7	-2.6	-4.5	-2.4	-2.5
IDE cell inh	-2	0	6	4	2	-2	-1	-2	0	9
CRFBP-R2 block	-3	-21	-6	0	10	3	5	9	8	-5

# Results in sequence from the entries so far:
# Entries 42–45 in IDE cell inh, in turn: 0, 6, 4, 2
# Entries 42–45 in IDE cell activ, in turn: 6, 2, -2, 3
# Entries 42–45 in CRFBP-R2 block, in turn: -21, -6, 0, 10

# The results go on:
51	COc1ccccc1/C=C1\SC(=S)N(CCC(=O)NC2=NCCS2)C1=O
52	CC(=O)N1c2ccccc2[C@@H](C)[C@@H]1C
53	COc1ccc(C2(C)NC(=O)N(CC(=O)NCc3ccccc3F)C2=O)cc1 (centres undefined)
54	O=C1c2oc3ccccc3c(=O)c2C(c2cccc(O)c2)N1c1ccccn1 (centres undefined)
55	Cc1c(C(=O)NCC2CCCO2)oc2ccccc12 (centres undefined)
56	O=S(=O)(Cc1ccccc1)N1CCN(Cc2ccc(Br)cc2)CC1
57	Cc1ccc(C(=O)N/C(=C\c2cn(S(=O)(=O)N(C)C)c3ccccc23)C(=O)N2CCCC2)cc1
58	COc1ccc(S(=O)(=O)N2CCCCCC2)cc1C(=O)N(C)CCOc1ccccc1
59	Cc1ccccc1C(=O)NC(=S)Nc1ccc(S(=O)(=O)N2CCN(C)CC2)cc1
60	Cn1c(=O)c2c(nc(N3CCOCC3)n2CCSc2ncccn2)n(C)c1=O

Compound	51	52	53	54	55	56	57	58	59	60
IDE cell activ	1	3	4	-1	1	7	5	-1	-7	0
p-CIP stab down	3	.	2	-1	.	-10	-8	.	-20	0
SUMO HTRF inh	18	.	19	10	.	12	.	.	16	-4
GalR3 antagonist	-3	-1	-6	-2	-6	-1	0	-4	-2	.
VIM-2 inhibitor	-2.8	.	-0.4	1.2	.	-1.4	0.6	.	-1.5	-2.5
HCV NS3 hel inh	9	.	13	-4	.	-1	-21	.	-9	-2
IMP-1 inhibitor	-3.5	.	-2.7	-3.5	.	-1.8	-1.6	.	-1.1	-3.7
IDE cell inh	1	1	4	2	6	4	2	5	6	4
CRFBP-R2 block	-28	-11	13	26	4	8	-16	1	-7	-18

# High-throughput results as filed in PubChem BioAssay.
